Screening data deposited in PubChem BioAssay by Broad Institute.
CASP6 VEID inh – blocks human caspase-6 cleavage activity; purified caspase-6, Z-VEID-R110 cleavage fluorescence; inhibition, % at 12.5 µM; actives 0.53% (n = 350,000); AID 686996;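 active = mean inhibition across replicates at least about 35%, with every replicate also reaching that limit, limit read from the data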;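 note: 0% = median of neutral control wells and 100% = no fluorescence left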
Target sequence (P55212 24-179 limits assumed): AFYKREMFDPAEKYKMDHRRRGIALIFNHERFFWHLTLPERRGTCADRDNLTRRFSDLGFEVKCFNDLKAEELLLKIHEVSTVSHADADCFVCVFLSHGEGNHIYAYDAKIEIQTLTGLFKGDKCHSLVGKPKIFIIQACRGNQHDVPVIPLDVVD
Target sequence (P55212 194-293 limits assumed): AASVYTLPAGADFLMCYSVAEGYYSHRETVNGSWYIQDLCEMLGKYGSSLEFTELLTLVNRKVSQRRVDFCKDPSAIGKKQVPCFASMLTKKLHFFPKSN
S100A4 inh HTS – inhibitors of human S100A4 binding to myosin IIA peptide; actives 0.14% (n = 360,000); S100A4/TAMRA-MyoIIA peptide fluorescence polarization; P26447; inhibition, % at 10.7 µM;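 active = mean inhibition of at least 70% across replicates, with every replicate also reaching that level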
Target sequence (P26447 whole entry, looked up): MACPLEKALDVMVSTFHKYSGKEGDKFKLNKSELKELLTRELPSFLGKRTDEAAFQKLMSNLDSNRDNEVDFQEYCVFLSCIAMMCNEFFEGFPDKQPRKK
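Test system – S100A4 monomer (human) · Compound – single-point compound testing · Schedule – 5 min incubation before reading · Probe or stimulus – TAMRA-labelled myosin IIA heavy-chain peptide probe, 5 nM · Benchmarks – neutral control DMSO, positive control TFP · Medium – Calcium-containing HEPES buffer, pH 7.2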
FN deposit inh – fibronectin deposition inhibition; AH1F fibroblasts, Alexa488-fibronectin deposition fluorescence, overnight; inhibition, % at 12.6 µM; actives 0.086% (n = 350,000); AID 743247;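 active = mean inhibition across replicates of 30% or more, regardless of how many single replicates reach that level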;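 note: positive control wells lacked labelled fibronectin entirely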
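material = AH1F fibroblast monolayer depositing Alexa488-labelled fibronectin into matrix | amount = 10000 AH1F cells/well | buffer or medium = DMEM plus 2% serum, read in PBS | incubation = 1 h cell adhesion before compound, then overnight fibronectin incubation | detection = fluorescence at 485 nm excitation, 525 nm emission | evaluation = percent inhibition as loss of matrix-bound fibronectin fluorescence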
esBAF inh – blocks esBAF chromatin remodeling in mouse ES cells | Bmi1-luciferase knock-in reporter, 24 h; 100% = twice the neutral-well signal | reporter increase, % at 12.5 µM | actives 2% (n = 350,000); in the data active = activation above about 40%;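 note: 0% = median of the plate's neutral control wells and 100% = double that signal; a rise in the Bmi1 reporter signal indicates esBAF inhibition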
C2C12 statin – suppression of simvastatin myotoxicity. C2C12 myotubes + simvastatin, ATP luminescence, 48 h; scaled: DMSO 0, geranylgeraniol control 100. AID 602340. actives 0.78% (n = 330,000). rescue of ATP level, % at 7.49 µM;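 active = mean ATP rescue above about 67%, or every replicate alone reaching that limit, limit read from the data, passing the limit was not always enough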;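 note: myotubes were challenged with 10 µM simvastatin during compound exposure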
SIRT5 block – sirtuin-5 (human) deacylase inhibition; Q9NXA8; Purified SirT5, succinyl-peptide AMC, trypsin-coupled fluorescence; inhibition, % at 15 µM; actives 1.1% (n = 330,000); in the data active = inhibition above about 15%
Target sequence (Q9NXA8 whole entry, looked up): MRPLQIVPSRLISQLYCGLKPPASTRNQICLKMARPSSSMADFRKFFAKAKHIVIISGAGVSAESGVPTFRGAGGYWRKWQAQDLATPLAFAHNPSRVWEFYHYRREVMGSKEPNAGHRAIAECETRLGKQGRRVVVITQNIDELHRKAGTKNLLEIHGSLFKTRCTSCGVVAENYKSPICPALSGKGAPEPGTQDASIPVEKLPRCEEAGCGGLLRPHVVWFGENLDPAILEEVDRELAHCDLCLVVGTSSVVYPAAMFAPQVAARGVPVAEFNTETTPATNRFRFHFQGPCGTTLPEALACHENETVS
LGR2 antag – inhibitors of bursicon-induced Drosophila LGR2 receptor cAMP signaling. inhibition, % at 9.99 µM. HEK293 LGR2, CRE-luciferase, bursicon-stimulated, 4 h. actives 0.35% (n = 380,000);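 active = drop in luminescence signal, shown as inhibition above about 50% in the replicate tests, limit read from the data, passing the limit was not always enough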;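 note: agonist challenge used bursicon conditioned medium at about half maximal strength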
An asterisk follows results filed as active; / = not tested or not shown. These rows are one share of the data (hit frequency here may not be typical).

SMILES	CASP6 VEID inh	S100A4 inh HTS	FN deposit inh	esBAF inh	C2C12 statin	SIRT5 block	LGR2 antag
COc1nc(NC(=O)c2ccc(F)cc2)nc(OC)c1-c1ccccc1	1	4	3	3	-25	-5	16
COc1cc(C)c(C(=O)Oc2cc(C)c(C(=O)O)c(O)c2)c(O)c1	1	-5	/	-4	3	/	3
CCCCNC(=O)C1CC(c2ccccc2[N+](=O)[O-])=NO1 (stereo not given)	1	-8	11	7	-12	-2	-3
O=C(COC(=O)c1cccc2c1C(=O)c1ccccc1C2=O)NC1CCCCC1	8	-8	-8	/	/	6	-8
O=C(NCc1ccccc1Cl)C1CCN(S(=O)(=O)c2ccc(-n3cnnn3)cc2)CC1	1	0	15	2	-11	7	-22
C[C@H](CO)N1C[C@H](C)[C@@H](CN(C)C(=O)Nc2ccc(F)cc2)Oc2ccc(NC(=O)Nc3ccc4c(c3)OCO4)cc2C1=O	/	/	/	2	-10	/	-8
N#CCSc1nnc(COc2cccc3ccccc23)n1-c1cccc(Cl)c1	/	/	12	3	28	/	/
COc1ccc(S(=O)(=O)Nc2cccc3c2O[C@H](CN(C)Cc2ccc(C(F)(F)F)cc2)[C@H](C)CN([C@@H](C)CO)C3=O)cc1	0	-24	8	4	/	2	0
COc1cc(/C=C(\C#N)C(N)=O)ccc1OCc1c(C)no[n+]1[O-]	1	3	10	/	/	0	1
Cc1ccc(-c2csc3ncnc(Oc4ccc5c(C)cc(=O)oc5c4)c23)cc1	-1	-1	0	/	/	-6	-1
O=C(CNC(=O)c1ccco1)N=Nc1c(O)[nH]c2ccc([N+](=O)[O-])cc12	5	-1	5	-8	-6	-6	2
CCOC(=O)Cc1nc(-c2cccc(C(F)(F)F)c2)no1	-1	-1	-3	/	/	0	-12
Cc1cc(C)cc(N(CC(=O)NC2CCCC2)C(=O)CCC(=O)Nc2nccs2)c1	-7	-5	-1	-6	6	-2	11
Cc1ccc(SC(C)C(=O)O/N=C(\N)c2ccncc2)cc1 (stereo not given)	0	-6	/	/	/	-1	1
COC(=O)C1=CN(Cc2cccs2)C=C(C(=O)OC)C1c1cccc(O)c1	1	-5	0	/	/	-22	13

Single records, as listed above:
Cc1ccc(-c2csc3ncnc(Oc4ccc5c(C)cc(=O)oc5c4)c23)cc1 is entered as CASP6 VEID inh: -1; S100A4 inh HTS: -1; FN deposit inh: 0; esBAF inh: /; C2C12 statin: /; SIRT5 block: -6; LGR2 antag: -1
O=C(COC(=O)c1cccc2c1C(=O)c1ccccc1C2=O)NC1CCCCC1 is entered as CASP6 VEID inh: 8; S100A4 inh HTS: -8; FN deposit inh: -8; esBAF inh: /; C2C12 statin: /; SIRT5 block: 6; LGR2 antag: -8

Returning to the listing with the seven entries that preceded the break.
SMILES	CASP6 VEID inh	S100A4 inh HTS	FN deposit inh	esBAF inh	C2C12 statin	SIRT5 block	LGR2 antag
COc1cc(/C=C(\C#N)C(N)=O)ccc1OCc1c(C)no[n+]1[O-]	1	3	10	/	/	0	1
Cc1ccc(-c2csc3ncnc(Oc4ccc5c(C)cc(=O)oc5c4)c23)cc1	-1	-1	0	/	/	-6	-1
O=C(CNC(=O)c1ccco1)N=Nc1c(O)[nH]c2ccc([N+](=O)[O-])cc12	5	-1	5	-8	-6	-6	2
CCOC(=O)Cc1nc(-c2cccc(C(F)(F)F)c2)no1	-1	-1	-3	/	/	0	-12
Cc1cc(C)cc(N(CC(=O)NC2CCCC2)C(=O)CCC(=O)Nc2nccs2)c1	-7	-5	-1	-6	6	-2	11
Cc1ccc(SC(C)C(=O)O/N=C(\N)c2ccncc2)cc1 (stereo not given)	0	-6	/	/	/	-1	1
COC(=O)C1=CN(Cc2cccs2)C=C(C(=O)OC)C1c1cccc(O)c1	1	-5	0	/	/	-22	13
CC(C)C[C@H]1COc2cc(Br)ccc2S(=O)(=O)N1Cc1cccc(Cl)c1	5	-2	7	/	/	0	-10
CC1Sc2ccc(S(=O)(=O)CCC(=O)NC3CCCCC3C)cc2NC1=O (stereo not given)	6	65	9	-5	16	-3	6
COc1ccc(CN(Cc2ccc(OC)cc2)C(=O)c2cccs2)cc1	-2	-5	-9	/	/	-3	-38
C[C@@H]1CN([C@H](C)CO)C(=O)c2cc(NC(=O)NC3CCCCC3)ccc2O[C@@H]1CN(C)Cc1ccc(C(F)(F)F)cc1	-2	2	/	1	-5	9	30
C[C@H]1CN([C@@H](C)CO)C(=O)c2cc(/C=C/c3ccccc3)cnc2O[C@@H]1CN(C)C(=O)c1cccc(F)c1	1	-5	/	-5	13	-1	35
Cc1ncc(CO)c2c1Oc1nc(-c3ccccc3)nc(SCC(=O)N3CCCCC3)c1C2	5	-3	9	4	15	2	13
CCOC(=O)c1ccc(CN2Cc3ccccc3C2=O)cc1	2	-9	0	7	-3	-7	5
COCCNC(=O)C[C@H]1C[C@H]2c3cc(NC(=O)Nc4ccc(OC)cc4)ccc3O[C@H]2[C@H](CO)O1	3	0	-11	3	5	0	-7
CC1(C)CC(N2CCCC2)=CC(=[N+]2CCCC2)C1	-4	4	1	/	/	1	0
O=C(Nc1ccccc1F)N1C[C@H]2[C@@H](c3ccccc31)[C@H](CO)N2C(=O)C1CCCC1	1	-5	-3	20	6	2	0
COc1ccc([N+](=O)[O-])cc1N(CC(O)CN(C)C)S(=O)(=O)c1ccc(C)cc1 (stereo not given)	-2	2	-5	/	/	-1	19
O=C(CSc1nnc(NC(=O)c2ccco2)s1)Nc1ccc(F)cc1	1	-2	3	12	5	2	-14
CCN(CC(=O)Nc1cccc(OC)c1)CC(=O)Nc1cccc2ccccc12	0	-6	8	0	5	-2	6
Cc1cc(C)nc(Nc2ccccc2Br)n1	/	/	-3	2	-11	/	/
O=C(C[C@@H]1C[C@H]2c3cc(NC(=O)Nc4ccc(C(F)(F)F)cc4)ccc3O[C@H]2[C@H](CO)O1)NCc1cc(F)ccc1F	3	-32	/	-9	-23	10	18
C[C@H](CO)N1C[C@H](C)[C@@H](CN(C)S(=O)(=O)c2cccc(F)c2)OCc2ccccc2-c2c(n(C)c3ccccc23)C1=O	-3	3	1	10	/	0	-11
CCCOc1ccc(N/C=C/C(=O)C(C)(C)C)cc1	3	-8	-7	12	-6	0	-45
O=C(C[C@H]1CC[C@@H](NC(=O)C2CCC2)[C@@H](CO)O1)NCCCN1CCOCC1	1	-2	-5	-2	-3	3	6
CC[C@@]1(C(=O)OC)N[C@H](CN(C)C(=O)Nc2ccc(C)cc2)[C@@H]2C(=O)N(C)C(=O)[C@@H]21	2	-3	-2	3	2	1	-14
COc1cccc(N(C(=O)CNC(=O)c2ccco2)C(C(=O)NC2CCCCC2)c2ccncc2)c1 (stereo not given)	/	/	-1	-1	8	/	/
C=CCC(C#N)(c1ccc(OC)c(OC)c1)c1cnccn1 (stereo not given)	-2	-2	7	17	6	-5	-12
CC(=O)c1ccc(OC(=O)CCc2nc3ccccc3s2)cc1	2	4	-14	/	/	4	-16
CO[C@@H]1CN(C)C(=O)c2ccc(NS(C)(=O)=O)cc2OC[C@@H](C)N(C(=O)C2CCCCC2)C[C@H]1C	0	6	-16	-3	-2	0	-26
c1cncc(CNc2ncnc3ccc(-c4ccc5c(c4)OCO5)cc23)c1	/	-3	-2	0	-8	/	-4
O=C(c1ccc(N2CCOCC2)c([N+](=O)[O-])c1)N1CCN(S(=O)(=O)c2cccs2)CC1	2	-1	6	/	/	-4	-18
CN(C)CC(=O)N1CC2(C1)[C@H](c1ccccc1)[C@@H](CO)N2C(=O)C1CCCCC1	1	2	1	/	/	0	-15
COc1cccc(C(=O)NNC(=O)CCc2ccccc2)c1	1	-2	-1	-3	-1	-1	3
CO[C@H]1CN(C)C(=O)c2cc(NC(=O)CC(F)(F)F)ccc2OC[C@H](C)N(C(=O)C2CCOCC2)C[C@H]1C	0	-12	-2	/	/	/	-3
CC(C)CCNC(=O)C(=O)NC1CCCC1	4	-1	-8	14	3	3	/
CN1c2ccc(C#Cc3cccnc3)cc2[C@@H]2[C@@H](CCN2C(=O)c2cccc(F)c2)[C@H]1CO	/	/	6	1	9	/	-18
O=C(Nc1ncccn1)c1ccc([N+](=O)[O-])cc1[N+](=O)[O-]	5	32	-7	4	1	0	-12
COc1ccc(Cn2cc(CN3CCOCC3)nn2)cc1	11	-2	-10	-3	-3	-1	3
COc1ccc(O)c(/C=N/NC(=O)c2c(C)nnn2-c2nonc2N)c1	4	-5	3	/	/	0	4
Cc1cc(O)cc(O)c1/C=N/NC(=O)c1ccc2c(c1)OCCO2	-1	2	9	-20	-2	/	-21
O=S(=O)(Nc1ccccc1Cl)c1cc(NC(=S)NCCN2CCOCC2)ccc1Cl	-2	4	-7	3	17	1	3
O=C1Nc2ccccc2SC1=Cc1ccccc1	-3	0	7	21	3	-1	-69
CO[C@H]1CN(C)C(=O)c2ccc(NC(C)=O)cc2OC[C@@H](C)NC[C@@H]1C	-1	-2	-12	-5	-6	-2	-26
COc1ccc(-c2nc3ccccc3nc2-c2ccc(OC)c(OC)c2)cc1OC	5	8	-1	1	21	3	4
Cc1ccc(CNc2nc3ccccc3n2C)o1	1	-11	-2	42*	-14	-1	-32
CC1CCc2c(ccc3ccccc23)C1=O (stereo not given)	-1	10	-5	6	-2	2	-16
CSc1[nH]c(=O)c(C(=O)O)cc1C#N	7	5	/	4	-4	-2	2
c1ccc(C(c2ccccc2)c2noc(CN3CCN(CC4CC4)CC3)n2)cc1	2	-1	4	-2	4	-6	9
C=CCn1c(C(O)c2ccccc2)nc2ccccc21 (stereo not given)	1	-2	2	3	-11	1	-13
CC(C)N1CCC(NC(=O)Nc2ccc3c(c2)OCO3)CC1	-15	-5	-9	/	/	-3	-6
C[C@@H]1CN([C@@H](C)CO)C(=O)Cc2cc(NC(=O)NC3CCCCC3)ccc2O[C@@H]1CN(C)C(=O)NC1CCCCC1	/	6	/	-6	-17	-6	7
C=CCSc1nccc(=O)[nH]1	0	-2	3	/	/	-2	-5
C[C@@H]1CN([C@H](C)CO)C(=O)c2cccc(NC(=O)C3CCCCC3)c2O[C@H]1CN(C)Cc1ccc(C(F)(F)F)cc1	2	-7	/	-1	35	5	13
COc1ccc(-c2nc3cccc(C)n3c2NCc2ccco2)cc1OC	/	/	/	23	16	/	-6
COc1ccccc1C(CC(=O)O)NS(=O)(=O)c1ccc2c(c1)N(C(C)=O)CC(C)O2 (stereo not given)	2	-3	-1	-6	-7	6	27
O=C(CSc1nc2ccsc2c(=O)n1Cc1ccccc1)NCc1ccco1	/	/	7	11	-20	/	-5
COc1ccc(NC2CCCN(C(=O)CCc3ccccc3F)C2)cc1 (stereo not given)	1	-3	8	-6	-14	-3	-1
COc1cc([N+](=O)[O-])cc(/C=N/NC(=O)c2cc(-c3ccccc3)nc3ccccc23)c1O	2	0	16	/	/	4	6
Cc1ccc(-c2c(C(=O)N/N=C/C3CCCCC3)nnn2-c2nonc2N)cc1	1	1	7	-2	6	6	-20
COc1cccc(-c2ccc3c(c2)[C@@H]2[C@@H](CCN2S(=O)(=O)c2ccccc2F)[C@H](CO)N3C)c1	/	/	2	2	-20	/	8
O=[N+]([O-])c1ccc(NCCNc2ccc([N+](=O)[O-])cc2)cc1	-1	6	-2	3	-3	0	-14
O=S(=O)(c1ccccc1)N1c2cc(Cl)ccc2Oc2nc3ccccc3nc21	/	/	/	-5	39	/	-16
CC1CCCN(S(=O)(=O)c2cccc(C(=O)NCc3ccco3)c2)C1 (stereo not given)	2	-7	-5	-1	6	0	10
COC(=O)C[C@H]1CC[C@@H]2[C@@H](COc3ccc(NC(=O)c4ccccc4F)cc3C(=O)N2C)O1	-2	2	0	1	15	-4	-11
Cc1ccccc1C(=O)N1CC(=O)Nc2ccc(F)cc2C1c1ccc(F)cc1 (stereo not given)	-1	-7	-2	6	4	-3	1
CCOc1ccc(N2CC(C(=O)Oc3ccccc3)CC2=O)cc1 (stereo not given)	/	/	-12	-7	12	/	/
COc1ccc2oc(C)c(C(=O)c3ccc([N+](=O)[O-])cc3)c2c1	6	19	9	/	/	-2	-9
CCCN(C(=O)CSc1ncccn1)C1CCS(=O)(=O)C1 (stereo not given)	-3	0	2	-1	7	-2	-6
